# Pf Dd2 growth: blocks in vitro growth of P. falciparum Dd2; Potency, µM (doses to about 28.9 µM), for inactives: top-dose activity, negative = inhibition, hits mostly inhibitors; P. falciparum Dd2 growth, SYBR Green, 72 h; AID 1347417; 120,000 tested, 4.3% active; active = well fitted inhibition curve with a large enough effect; inconclusive = small, poorly fitted or top-dose-only effect; inactive = no such curve, though single readings can be large or run the other way;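 note: plate controls were DMSO vehicle for no effect and reference drug for full effect; nearly all actives have a fitted effect of over 65% in size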
#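 Infected erythrocytes (Dd2, 0.3% parasitemia, 2.5% hematocrit final) are added to compound in RPMI-1640/Albumax II medium, grown 72 h at 37C in low oxygen, then lysed with saponin/Triton-X containing SYBR Green and read by fluorescence.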
# The depositor's hits bear a star; i = inactive; ? = inconclusive; [ ] = dose if it differs, or a comment. Potency is the fitted concentration of half-maximal effect. These rows are one share of the data; the hit share may differ from the screen's.
SMILES,Pf Dd2 growth
COCc1noc(CC2CCOC3(CCN(C(=O)c4n[nH]c5ccccc45)CC3)C2)n1 (stereo not given),-16%
CCCCOC(=O)c1ccc(OC(=O)c2sc3ncn(Cc4cccc(F)c4)c(=O)c3c2C)cc1,30%[activator][5.79 µM]
CCc1nc2nc(C)cc(Nc3ccc(OC)cc3)n2n1,?
CC(=O)NC1CC2(CCN(C(=O)CCCN(C)C)CC2)c2ccccc21 (stereo not given),20%
O=C1CO[C@H]2CCN(Cc3ccccc3F)CC[C@@H]2N1c1ccccc1,-7%[44.1 µM]
CC(C)(C)CN1CCOC[C@H]1c1ncc(-c2cccc(Cl)c2)[nH]1,?
O=C1[C@@H]2C[C@@H](O)CN2C2(CN(C3CCC(F)(F)CC3)C2)C(=O)N1Cc1ccccc1,-12%[44.1 µM]
Cc1ccc(C(=O)NCCc2noc(-c3ccncc3)n2)cn1,i
Cc1nc2c(c(NCCc3nc(C)c(Cl)s3)n1)CCNCC2,-10%
CN(Cc1cnc2ccccc2n1)Cc1cn[nH]c1-c1ccc(F)cc1,-26%
N[C@H]1CN(C(=O)c2ccc(N3CCCCC3)cc2)C[C@@H]1c1ccccc1,?
COCC1CN(C(C)=O)CC12CCN(C(=O)c1ccccc1OC)CC2 (stereo not given),16%
COc1ccc(S(=O)(=O)N2CCOC[C@H](Oc3ccc(C(F)(F)F)cc3)C2)cc1,i
O=C(NCc1noc(Cc2cccs2)n1)C1NCCc2[nH]cnc21 (stereo not given),5%
COC[C@@H]1CN(Cc2cccc(C#N)c2)C[C@H]1C(=O)NC1CC1,14%
CCCCn1c(Oc2cccc(C(=O)OC)c2)nc2c1c(=O)n(C)c(=O)n2C,-8%
CCC(C)n1c(SCc2ccc(C(C)(C)C)cc2)nc2ccsc2c1=O (stereo not given),?
CCC(C)NC(=O)CSc1nc(-c2ccc(F)cc2)cc(C(F)(F)F)n1 (stereo not given),i
COC(=O)c1ccccc1NC(=O)c1cc(-c2ccccc2O)no1,4.5µM*
COc1ccc(CNC(=O)CCCN2C(=O)c3cccnc3Oc3ccc(Cl)cc32)cc1,5%
CS(=O)(=O)N1CCN(C(=O)N2CCOCC2)[C@@H](C(=O)N[C@@H](CC2CCCCC2)C(N)=O)C1,-5%
COCCCNC(=O)c1c(C)noc1-c1cc(OC)c(OC)c(OC)c1,22%
CN(C)C[C@@H]1CN(C2CCOCC2)C[C@H]1NC(=O)c1ccc(F)c(Cl)c1,-19%
CNC(=O)[C@@H]1CN(C(=O)c2cc(C)on2)C[C@H]1COC,19%
Cc1ccc(C)c(N2CCN(c3nc4ccccc4c(=O)n3-c3ccccc3)CC2)c1,i
# The listing continues:
SMILES,Pf Dd2 growth
CN(C(=O)Cc1ccsc1)C1CCc2nn(C)c(=O)n2CC1 (stereo not given),24%
CCc1nc2c(NC(=O)NC3CCCCC3)cccn2n1,?
COc1cccc(CN2CCc3c(cc(C(=O)Nc4cc(C)ccc4C)n3C)C2)c1,?
Cc1ccc2c(c1)c1c(c(=O)n(-c3ccccc3)c(=O)n1CC(=O)N1CCCC1)n2C,-3%
COc1ccc(OC)c(CNC(=O)c2cccc(NC(=O)N3CCSc4ncccc43)c2)c1,25%
CCc1nc(-c2c3n(c(=O)n(CC(=O)Nc4cccc(OC)c4)c2=O)CCCC3)no1,i
Cc1cccc2[nH]c(CN(C)C(=O)c3ccc(CCC(C)(C)O)cc3)nc12,-21%
O=C1NCCCCCCN(C(=O)Cc2ccccc2)[C@@H]2CCC[C@H]12,10%
CCOC(=O)c1ccc(OCC2c3cc(OC)c(OC)cc3CCN2C(=O)Cc2ccc(F)cc2)cc1 (stereo not given),10µM*
O=C(NCc1ccco1)NC1CCc2nnc(C3CC3)n2CC1 (stereo not given),2%
COCc1nncn1C1CCN(C(=O)c2cc(C)cc(C)c2)CC1,1%
Cc1cccc(Cn2c(SCc3ccc(C(=O)NCc4cccs4)cc3)nc3cccnc32)c1,?
CN1C[C@@H](NC(=O)c2ccco2)C[C@H]1c1nc(-c2cccnc2)no1,-27%[44.1 µM]
COc1ccc(-c2cc(C(=O)NCC[S+](C)(=O)[O-])c3c(c2)N(C)CCO3)cn1,i
CCN1CCc2[nH]cnc2C12CCN(C(=O)C1CCc3ccccc3C1)CC2 (stereo not given),-26%
CN(Cc1ccc(F)cc1)S(=O)(=O)c1cccc(C(F)(F)F)c1,-9%
O=c1n(Cc2ccc(Cl)cc2)nc2n1CCCC2,i
CCC(c1cccs1)N1C(=O)[C@H]2CN(Cc3cccnc3)C[C@H]2C1=O (stereo not given in full),87%[activator]
Cc1ccn2c(c1)nc(=O)c1cc(S(=O)(=O)N3CCCCC3)ccc12,20%
CCc1cccc(NC(=O)c2oc3ccc4c(c3c2C)C(=O)CC(C)(C)O4)c1,10µM*
Cc1cc(=O)n(CC(=O)Nc2ccc3c(c2)OCO3)c(N2CCc3ccccc3C2)n1,-14%
O=S(=O)(NCC(c1ccco1)S(=O)(=O)c1cccs1)c1ccc(F)c(C(F)(F)F)c1 (stereo not given),42%[activator]
Cc1ccc(Cn2c(=O)c3ccccc3n3c(-c4cccc(O)c4)nnc23)cc1,-20%
COCCC(=O)N1CCC(N2C(=O)C(O)C23CCCCC3)CC1 (stereo not given),-5%
CC(C)CN1C(=O)c2ccccc2C(C(=O)N2CCSCC2)C12CCCC2 (stereo not given),-15%
# Additional entries follow.
SMILES,Pf Dd2 growth
COc1ccc(C(=O)Nc2ccc3n(c2=O)C[C@H]2C[C@@H]3CN(S(=O)(=O)c3ccc(OC)cc3)C2)cc1,7%
COc1ccccc1OCC(=O)c1ccc2c(c1)N(CCCC(=O)NCC1CC1)C(=O)CO2,i
O=C(O)c1cccc(C2CCCN(C(=O)Cc3cc(F)c(F)c(F)c3)C2)c1 (stereo not given),-27%
CCCCC(=O)N1CCC2(CC1)Nc1ccccc1NC2=O,-4%
Cc1cc2c(cc3c(SCc4ccccc4Cl)nnc(C)n32)o1,?
O=C(C1CC1)N1CCCC(c2nc(CCOCC3CCOCC3)no2)C1 (stereo not given),-4%
O=C(c1ccccc1C(F)(F)F)N1CCc2nc3cc[nH]n3c(=O)c2C1,32%[5.79 µM]
C=CCNC(=O)N[C@H]1CCN2C(=O)c3cc(-c4cc(Cl)ccc4OC)ccc3NC(=O)[C@@H]2C1,?
COc1ccc(N2CCN(Cc3nc4c(c(=O)[nH]c(=O)n4C)n3Cc3ccc(Cl)cc3)CC2)cc1,-1%
COc1ccc(N2CCN(c3nc(C(=O)NCc4ccc(C)c(C)c4)cs3)CC2)cc1,?
CN(C)c1ccc(CNC(=O)c2cc3cc(S(=O)(=O)N4CCCCC4)ccc3n2C)cc1,?
COc1ccc2c(Sc3ccccc3)c(C(=O)NCc3ccc(OC(C)C)cc3)[nH]c2c1,5%
O=C(Nc1ccc(-c2cccc(F)c2)cc1)C1CCCN(C(=O)c2ccncc2)C1 (stereo not given),7.1µM*
COc1ccc2cc(C3CN(C(=O)c4cccc(CO)c4)CCO3)ccc2c1 (stereo not given),-11%
Cc1cc(C)cc(C(=O)NC2CCN(c3cnn(C)c(=O)c3)CC2)c1,4%
O=C(NCc1ccccc1-c1ccccc1)c1cn(Cc2ccc(F)cc2)nn1,i
Cc1cc(C)c2oc(C(=O)Nc3ccc(S(=O)(=O)Nc4nccc(C)n4)cc3)cc(=O)c2c1,-2%
COc1ccc(-n2nnc(-c3nsc(NC(=O)c4cccs4)n3)c2C)cc1OC,-16%
COc1ccc([C@@H](NC(=O)CN2CCCCCC2=O)C2CC(O)C2)cc1F (stereo not given in full),-1%
O=C1CC(c2ccccc2)N(Cc2ccc3c(c2)CCO3)CCCCCCN1 (stereo not given),13µM*
CCc1ccc(CN(Cc2ccco2)c2cnc(S(C)(=O)=O)nc2C(=O)Nc2cccc(C)c2)cc1,11µM*
CC1=C(C(=O)N2CCN(c3cccc(C)c3C)CC2)C2(CCCCC2)OC1=O,34%[activator]
COCCCn1c(CN(C)CCc2ccccc2)cnc1S(=O)(=O)C1CCCC1,i
O=[S+]([O-])(c1ccccc1)N1CC2(COCCN(Cc3ccc(F)cc3F)C2)C1,1%[44.1 µM]
Cc1ccc(-c2cc3c(=O)n(CCNC(=O)c4cc(Cl)ccc4F)ccn3n2)cc1C,i

# Entries above that have a thiophene ring, fused or not:
SMILES,Pf Dd2 growth
CCCCOC(=O)c1ccc(OC(=O)c2sc3ncn(Cc4cccc(F)c4)c(=O)c3c2C)cc1,30%[activator][5.79 µM]
O=C(NCc1noc(Cc2cccs2)n1)C1NCCc2[nH]cnc21 (stereo not given),5%
CCC(C)n1c(SCc2ccc(C(C)(C)C)cc2)nc2ccsc2c1=O (stereo not given),?
CN(C(=O)Cc1ccsc1)C1CCc2nn(C)c(=O)n2CC1 (stereo not given),24%
Cc1cccc(Cn2c(SCc3ccc(C(=O)NCc4cccs4)cc3)nc3cccnc32)c1,?
CCC(c1cccs1)N1C(=O)[C@H]2CN(Cc3cccnc3)C[C@H]2C1=O (stereo not given in full),87%[activator]
O=S(=O)(NCC(c1ccco1)S(=O)(=O)c1cccs1)c1ccc(F)c(C(F)(F)F)c1 (stereo not given),42%[activator]
COc1ccc(-n2nnc(-c3nsc(NC(=O)c4cccs4)n3)c2C)cc1OC,-16%

# More records follow.
SMILES,Pf Dd2 growth
O=C1CCN(C(=O)c2ccccc2)CCCC(C(=O)NCC2CC2)CCN1 (stereo not given),23%
COCC1CN(S(=O)(=O)c2ccc(C)cc2)CC12CCOCC2 (stereo not given),29%
COc1ccc(OC)c(C(C)NCc2cn[nH]c2-c2ccc(F)cc2)c1 (stereo not given),?
O=C1CCN(Cc2ccncc2)CCCC(c2nc(-c3cccnc3)no2)CCN1 (stereo not given),-15%
CCc1ccc2c(c1)NC(c1ccc(C)cc1)=NC(c1cccs1)=N2,13µM*
O=C1NC(=NC2CCCCC2)C2(CCN(S(=O)(=O)c3cccs3)CC2)N1c1cc(F)cc(F)c1,?
COC[C@H]1CCCN1Cc1nc(C2(O)CCN(C)CC2)cs1,-18%[44.1 µM]
COc1ccc2nc([C@H]3CCN(Cc4ccccc4)C3)[nH]c2c1,?
COc1ccc(OC2CCN(C(C)=O)CC2)c(C(=O)NCCc2ccccc2OC)c1,?
COc1ccc(CNC(=O)Cn2ncc3c(=O)oc4ccc(C)cc4c32)c(OC)c1,-4%
Cc1ccccc1CNC(=O)CCCn1nc(C)c2sc3ccccc3c2c1=O,-2%
Cc1ccccc1-n1nc(-c2c(C)nc3scc(CC(=O)NC(C)C)n3c2=O)cc1C,-9%
Nc1ncc(S(=O)(=O)Nc2ccc(OC(F)(F)F)cc2)cn1,9%
COc1cccc(C(=O)N2CC3(Cc4ccccc4N(C(C)=O)C3)C2)c1,-3%
COc1cc(NC(=O)c2cc(-c3ccccc3O)no2)cc(OC)c1OC,?
O=C(Nc1ccc(Oc2ccccc2)cc1)N[C@H]1CO[C@H]2[C@@H]1OC[C@H]2OC(=O)Nc1cccc(C(F)(F)F)c1,2%
CCOc1ccc(CN2C[C@@H](CO)[C@H](c3ccncc3)C2)cc1,?
Cc1cc(C)c(S(=O)(=O)N2CC(c3nc(Cc4ccccc4)no3)C2)cc1C,-1%
Cc1cccc(OCC(=O)N2CCC[C@H]2c2nc(-c3ccccc3)no2)c1,i
CCCNc1ncc(CN2CCC(Cc3nn(C)c(=O)n3CC)CC2)cn1,-6%
CC(C)(C)OC(=O)N1CCC(NC(=O)c2nc(-c3ccccc3)c3ccccn23)CC1,-8%
Cc1cccc(CN2CCc3c(n(Cc4cccnc4)n(-c4ccccc4)c3=O)C2)n1,5%[44.1 µM]
O=C1CN(C(=O)c2ccc(S(=O)(=O)N3CCCC3)cc2)C(c2ccccc2)c2cc(F)ccc2N1 (stereo not given),-3%
Cc1ccc(-n2ncc(C(=O)NCCN3CCc4ccccc4C3)c2C2CCN(C(=O)OC(C)(C)C)CC2)cc1,?
COc1ccc(C(=O)N2CCn3c(nnc3-c3cccnc3)C2)cc1,8%

# A second format for some results above.
O=C1NC(=NC2CCCCC2)C2(CCN(S(=O)(=O)c3cccs3)CC2)N1c1cc(F)cc(F)c1
  Pf Dd2 growth = ?
COC[C@H]1CCCN1Cc1nc(C2(O)CCN(C)CC2)cs1
  Pf Dd2 growth = -18%[44.1 µM]
COc1ccc2nc([C@H]3CCN(Cc4ccccc4)C3)[nH]c2c1
  Pf Dd2 growth = ?

# The list goes on:
SMILES,Pf Dd2 growth
Cc1ccc(S(=O)(=O)Nc2ccc3c(c2)CCCN3C(=O)c2cccs2)cc1,0%
COc1cc(CN2CCN(c3cc(C)nc(N)n3)CC2CCO)cc(OC)c1 (stereo not given),-26%
CCCSc1ncc(Cl)c(C(=O)NCc2ccc(OC)cc2)n1,20%
Cc1cccc(C(=O)N2CCC(c3noc(CO)n3)C2)c1 (stereo not given),1%
CNC(=O)N1C[C@@H](CN(C)C)[C@H](NC(=O)CC2CCCC2)C1,18%
COc1ccc(N(CC(=O)NC(C)c2ccccc2)S(=O)(=O)c2c(C)noc2C)cc1 (stereo not given),-8%
CCCNC(=O)c1c(OCC2CC2)cc(=O)n2c1CCOCC2,-1%
COc1ccc(Cl)cc1NC(=O)C1CCN(S(=O)(=O)c2ccc(F)cc2)CC1,-14%
CC(C)(Oc1nn(CCN2CCOCC2)c2ccccc12)C(=O)NCCc1ccccc1,i
CCOC(=O)C1CCCCN1C(=O)c1c(C)oc2c1CN(Cc1cccc(F)c1)CC2 (stereo not given),6.3µM*
COc1ccc(C(=O)Nc2nnc(C(C)C)s2)cc1OC,?
O=C([C@@H]1C[C@H](Oc2cccnc2)CN1S(=O)(=O)c1cccc(F)c1)N1CCCC1,20%
CCOC(=O)c1cnc2c(OC)cccc2c1Nc1cccc(O)c1,?
COc1cccc(-c2ccc(CN3C4CCC3CN(C(=O)Nc3ccccc3F)C4)cc2)c1,i
COc1ccccc1CNC(=O)c1cc2ccc3ccc(C)[nH]c3c2n1,?
CCCCn1cc(S(=O)(=O)c2ccccc2)c(=O)c2cc(F)c(N3CCC(C)CC3)cc21,?

# Screens from PubChem BioAssay.
